CAL PDZ inh – blocks peptide binding to human CAL PDZ domain; inhibition, % at 20 µM; actives 0.02% (n = 330,000); Q9HD26; purified CAL PDZ, TMR-peptide fluorescence polarization, 1 h;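 active = highest replicate inhibition of at least 40%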;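 note: plate controls were DMSO neutral control wells for no effect and unlabeled competitor peptide control wells for full effect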
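Read-out basis: mP drop reported as inhibition | Assay system: Tagged CAL PDZ protein CerCALP, purified | Benchmarks: Unlabelled peptide for full inhibition, DMSO wells as neutral | Schedule: 1 h incubation at room temperature before polarization reading | Buffer or medium: Sodium phosphate/NaCl buffer pH 7.4 with TCEP, IgG, Thesit | Doses: Single point, 20 µM | Measured by: Fluorescence polarization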
PvdQ acylase – P. aeruginosa PvdQ acylase inhibition; purified PvdQ acylase, fluorescence plate reader; inhibition, % at 10 µM; actives 0.063% (n = 340,000); AID 488965; in the data active = inhibition above about 30%, passing the limit was not always enough; inconclusive = no clear call, values can overlap the other calls;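 note: 0% = vehicle neutral wells and 100% = reference inhibitor wells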
E coli growth – reduces bacterial viability in AddAB counter-screen. E. coli V3065 growth, OD600 absorbance, 18 h. inhibition, % at 11.9 µM. actives 0.27% (n = 330,000);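 active = inhibition above the campaign's mean inhibition across all tested compounds plus 3 SD, cut at about 9.9% in these data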;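 note: uninfected addAB+ strain grown without phage in ampicillin broth; 0% = DMSO wells and 100% = ciprofloxacin 0.95 µg/ml wells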
Tat transport – E. coli Tat transport inhibition; E. coli MC4100 TorA-mCherry Tat export, fluorescence; inhibition, % at 10 µM; actives 0.036% (n = 340,000); AID 488895;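 active = mean replicate inhibition at least 50% and at least half of replicates individually reaching 50%; inconclusive = only one of the two criteria met; inactive = neither criterion met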;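 note: exported cargo escapes ClpAP degradation while cytoplasmic cargo is degraded and loses fluorescence; 0% = median of neutral control wells and 100% = median of NaSCN control wells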
DAGLB inh – diacylglycerol lipase beta (human) inhibition | Q8NCG7 | HEK293T DAGLB membrane lysate, EnzChek fluorogenic substrate | inhibition, % at 5.17 µM | actives 0.059% (n = 340,000); in the data active = inhibition above about 34%;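 note: 0% = enzyme with vehicle and 100% = wells lacking enzyme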
Target sequence (Q8NCG7 whole entry, looked up): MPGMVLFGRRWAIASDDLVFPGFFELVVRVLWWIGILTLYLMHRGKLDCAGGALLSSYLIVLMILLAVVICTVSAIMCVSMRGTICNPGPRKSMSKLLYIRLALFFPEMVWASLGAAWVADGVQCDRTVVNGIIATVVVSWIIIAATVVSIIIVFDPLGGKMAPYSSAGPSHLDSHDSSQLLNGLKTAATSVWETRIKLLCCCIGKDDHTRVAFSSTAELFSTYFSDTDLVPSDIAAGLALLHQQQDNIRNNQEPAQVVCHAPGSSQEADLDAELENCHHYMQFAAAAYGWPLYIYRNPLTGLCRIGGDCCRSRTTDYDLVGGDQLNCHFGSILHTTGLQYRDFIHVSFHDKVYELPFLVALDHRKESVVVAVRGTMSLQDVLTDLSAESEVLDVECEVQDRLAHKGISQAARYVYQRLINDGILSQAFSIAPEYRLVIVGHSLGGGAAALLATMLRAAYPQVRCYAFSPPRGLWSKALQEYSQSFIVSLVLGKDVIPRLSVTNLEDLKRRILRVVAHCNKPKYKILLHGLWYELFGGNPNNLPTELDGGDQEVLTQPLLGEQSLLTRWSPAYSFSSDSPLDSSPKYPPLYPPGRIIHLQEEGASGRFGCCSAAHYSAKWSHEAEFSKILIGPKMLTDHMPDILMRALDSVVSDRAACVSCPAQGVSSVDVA
phage Ecoli inh – E. coli growth loss with phage present | growth absorbance | inhibition, % at 11.9 µM | actives 0.26% (n = 360,000); in the data active = inhibition above about 11%
PfHsp90 set2 – growth inhibition of yeast expressing Plasmodium Hsp90. S. cerevisiae expressing PfHsp90, BacTiter-Glo ATP, 48 h; yeast lacking PDR1 and PDR3 efflux regulators. inhibition, % at 9.4 µM. actives 0.32% (n = 310,000). AID 504621;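 active = every replicate shows inhibition above about 80%, whatever the replicate mean, limit read from the data; inconclusive = mean inhibition reaches the set limit but some replicate falls short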;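 note: 0% = DMSO neutral controls and 100% = 20 µM radicicol positive controls; yeast relying on Plasmodium falciparum Hsp90 in place of its own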
AddAB inh – less growth of phage-infected E. coli with AddAB; E. coli expressing H. pylori AddAB, absorbance growth; inhibition, % at 11.9 µM; actives 0.29% (n = 330,000); in the data active = inhibition above about 12%;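 note: 0% = vehicle wells of infected cells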
Wnt act – Wnt/beta-catenin pathway activation. AID 743398. Wnt/beta-catenin reporter cell assay, activator, plate reader. actives 1.2% (n = 300,000). activation, % at 9.35 µM; in the data active = activation above about 30%, passing the limit was not always enough; inconclusive = no clear call, values can overlap the other calls;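 note: 0% = neutral control wells and 100% = positive control wells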
Rtt109 HAT inh – blocks Candida albicans Rtt109/Vps75 acetyltransferase activity. purified Rtt109/Vps75, ThioGlo CoA-SH fluorescence, 4 h. inhibition, % at 34.9 µM. actives 0.16% (n = 330,000). AID 540336;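 active = inhibition of at least 50% in every replicate; inconclusive = best replicate reaches 50% inhibition but some replicates fall short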
Target sequence (Q5AAJ8 whole entry, looked up): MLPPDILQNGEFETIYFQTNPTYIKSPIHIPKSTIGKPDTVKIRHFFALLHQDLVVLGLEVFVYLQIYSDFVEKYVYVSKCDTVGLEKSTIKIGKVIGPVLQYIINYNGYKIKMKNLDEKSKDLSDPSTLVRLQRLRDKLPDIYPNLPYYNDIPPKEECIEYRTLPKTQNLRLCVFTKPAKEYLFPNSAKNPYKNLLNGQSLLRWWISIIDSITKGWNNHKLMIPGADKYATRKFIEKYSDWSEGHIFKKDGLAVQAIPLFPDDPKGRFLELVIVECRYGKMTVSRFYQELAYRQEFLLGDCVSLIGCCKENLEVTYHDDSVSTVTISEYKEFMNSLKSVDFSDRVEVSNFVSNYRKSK
The depositor's hits bear a star; ? = inconclusive; / = not tested or not shown.

SMILES	CAL PDZ inh	PvdQ acylase	E coli growth	Tat transport	DAGLB inh	phage Ecoli inh	PfHsp90 set2	AddAB inh	Wnt act	Rtt109 HAT inh
CCCCc1cc(=O)oc2cc(OCC(=O)N(CC)CC)ccc12	-0.1	-5	-1.2	2	-3	2.7	/	0.2	/	-10
O=C(Nc1ccc(Br)cc1)c1ccc(N2C(=O)C3CCCCC3C2=O)cc1 (stereo unspecified)	-1.2	-15	1.4	0	-1	1.1	-7	2.5	-4	-8
Cc1cccc(NS(=O)(=O)c2csc(C(N)=O)c2)c1	-1.7	-11	1.6	-6	0	-0.1	29	1.6	2	-4
Cc1cc(Nc2cccc(F)c2)n2c(n1)nc1ccccc12	-0.8	-5	-0.7	-4	-1	1.3	0	2.3	-1	0
O=C(CNC(=S)N(Cc1ccccc1)Cc1cccnc1)NC1CCCCC1	-2.2	-13	-0.9	3	-1	3.3	-15	0.2	/	-6
OCCNc1nc(SCc2ccccc2)nc2sc3c(c12)CCC3	-1.8	-14	/	17	-1	3.7	-61	/	/	1
COc1ccc2c(COC(=O)CC3Sc4ccccc4NC3=O)cc(=O)oc2c1 (stereo unspecified)	-1.2	-2	-0.8	-2	0	2.5	-2	1.4	11	6
CCCCCOc1ccc(C(=O)CCC(=O)N2CCCC2)cc1	-2.0	0	3.1	0	-3	3.1	-5	5.5	1	11
O=C(O)c1ccc(-c2nnc(-c3ccccc3)o2)cc1	0.1	-1	-0.5	3	-5	3.6	39	-0.8	23	1
CCOc1ccc(NC(=S)N(CCc2c(C)[nH]c3ccc(C)cc23)Cc2ccncc2)cc1	-0.4	-8	-2.1	2	-1	1.1	-6	-0.8	-4	-4
COc1ccc(CCNC(=O)COC(=O)COc2ccc(Cl)cc2)cc1OC	0.3	-11	1.1	-1	-3	3.4	-1	0.0	1	-1
Cc1ccc(OCCNC(=O)c2cc(C(=O)NCCOc3ccc(C)cc3)cc([N+](=O)[O-])c2)cc1	-1.0	-18	0.0	0	-5	1.2	11	-0.8	0	6
Cc1nnc2ccc(-c3ccc(NS(=O)(=O)c4ccccc4)cc3)nn12	-0.4	-16	/	-6	2	3.0	-3	/	1	-3
O=c1cc(-c2ccccc2)c2ccc(O)c(CN3CCCCC3)c2o1	-2.4	-8	1.2	-13	1	2.5	/	1.7	-7	-34
COc1ccc(C2=NN(C(=O)c3ccccc3)C(c3ccc(OC)c(OC)c3)C2)c(OC(C)=O)c1 (stereo unspecified)	-2.7	-6	-2.3	4	0	-0.1	-31	0.6	-3	-16
COc1ccc(N(CC(=O)N/N=C/c2cccc3c2OCCO3)S(=O)(=O)c2ccc(NC(C)=O)cc2)cc1	0.4	-3	-1.2	27	-1	0.5	-17	3.1	-2	0
CCOC(=O)c1cc2occc2n1CC(=O)NC1CCCCC1C (stereo unspecified)	-1.7	-5	-0.7	0	-2	0.3	29	-1.3	0	0
CC(OC(=O)Cc1ccccc1F)C(=O)Nc1ccc(Cl)cn1 (stereo unspecified)	-0.7	-4	/	10	0	-0.5	-39	/	-2	/
COc1cc(/C=C/C(=O)OCC(=O)Nc2cc(S(=O)(=O)N3CCCC3)ccc2Cl)cc(OC)c1OC	-0.4	-11	-1.6	-2	-3	1.5	/	-1.0	-3	-3
CCOc1cc(/C=C2\N=C(C)OC2=O)cc(Br)c1OCCc1ccccc1	-2.4	0	0.4	5	2	2.3	16	-1.1	-1	-1
CCNC(=O)NC(=O)COC(=O)CCc1nc(=O)c2ccccc2n1C	-0.3	4	2.4	-5	1	4.5	23	1.9	-1	5
CC(=O)N/C(=N/c1nc(C)cc(C)n1)Nc1ccc(NC(C)=O)cc1	-4.7	-13	-1.9	-2	1	2.7	-13	-4.0	/	0
CCN(CC)S(=O)(=O)c1cc(NS(=O)(=O)c2ccc(Cl)c(C(=O)O)c2)ccc1C	-1.7	-14	-3.1	-9	16	3.2	4	-0.8	-3	-9
O=C(Nc1ccon1)c1ccc(OC2CCCC2)cc1	0.2	4	-2.1	-3	-2	4.0	26	0.1	46*	1
O=c1c(-c2ccccc2)c(O)c2c(n1-c1ccccc1)CCCC2	0.0	-2	-0.7	-1	-5	2.0	2	2.1	/	-4
COc1ccc(C(CNc2ncnc3sccc23)N(C)C)cc1OC (stereo unspecified)	-1.6	-5	0.1	-1	3	1.7	-17	1.6	1	0
CCN(CC)c1ncnc2ccc(Br)cc12	-1.0	-10	0.9	5	0	0.8	62	2.3	/	5
CC(=O)Oc1ccc(C2C3=C(CC(C)(C)CC3=O)Nc3cc4c(cc32)OCCO4)cc1 (stereo unspecified)	-4.0	13	1.5	3	6	3.1	10	2.0	1	49
C#CCCOC(=O)N1C2=NC(C(=O)OC)=C(C(=O)OC)[C@@H]3N(CC=C)c4ccccc4[C@]23C[C@H]1C(=O)OC	0.2	-11	1.7	3	-2	4.9	-8	2.1	0	8
COc1ccccc1CNC(=O)CC(C)C	-0.9	-7	0.8	5	0	1.8	41	3.5	-4	0
CCCCc1ccc(NC(=O)CSc2nc(=O)n(CCN(C)C)c3c2CCC3)cc1	-0.4	-2	-2.6	7	0	3.4	-1	-2.9	-4	13
Cc1cccc(NC(=O)c2cccnc2Oc2ccccc2)c1C(=O)O	0.3	7	1.9	0	-3	1.0	-8	1.7	1	3
COc1cccc(NC(=O)C2C3C=CC4(O3)C2C(=O)N(CCN2CCCCC2)C4C(=O)NC2CCCCC2C)c1 (stereo unspecified)	0.0	7	1.1	-7	1	-1.2	13	4.8	2	8
CN1C(=O)c2ccc(C(=O)Nc3ccc(Br)cn3)cc2C1=O	-1.5	-18	-2.7	-10	2	-1.2	2	-3.0	1	4
O=C(O)Cc1ccc(NC(=O)Nc2ccc(Br)cc2)cc1	-1.0	-14	0.2	-2	2	1.1	5	1.6	4	2
COc1ccc(C2C(C#N)=C(C)NC3=C2C(=O)CC(C)(C)C3)cc1 (stereo unspecified)	/	-9	-2.8	-13	-2	1.4	-2	0.9	/	8

Looked up by structure from above, 2 records:
SMILES	CAL PDZ inh	PvdQ acylase	E coli growth	Tat transport	DAGLB inh	phage Ecoli inh	PfHsp90 set2	AddAB inh	Wnt act	Rtt109 HAT inh
O=c1c(-c2ccccc2)c(O)c2c(n1-c1ccccc1)CCCC2	0.0	-2	-0.7	-1	-5	2.0	2	2.1	/	-4
O=C(O)Cc1ccc(NC(=O)Nc2ccc(Br)cc2)cc1	-1.0	-14	0.2	-2	2	1.1	5	1.6	4	2

Following part:
SMILES	CAL PDZ inh	PvdQ acylase	E coli growth	Tat transport	DAGLB inh	phage Ecoli inh	PfHsp90 set2	AddAB inh	Wnt act	Rtt109 HAT inh
COc1ccc(C(=O)N2CCC(n3nccc3NC(=O)C3CC3)CC2)cc1F	-0.7	-13	0.3	-9	-3	-1.7	-36	3.2	3	-4
COC(=O)[C@@H]1C[C@@]2(O)[C@@H](O)[C@@H](O)[C@@H](O)C[C@H]2N1Cc1ccc(C(F)(F)F)cc1	1.2	-21	2.0	-11	0	1.0	-10	4.7	-1	3
NC(=O)c1ccsc1NC(=O)COC(=O)c1ccc(Cl)c(N)c1	-3.7	4	-1.4	11	0	-0.5	7	-0.7	-4	9
COc1cccc(OC)c1NC(=O)C1CCCN1C(=O)NCc1ccccc1 (stereo unspecified)	-1.9	-15	-0.6	0	0	4.0	/	1.5	5	-6
Cc1ccc(-c2nc(CSCC(=O)N3CCCC3)c(C)o2)cc1	0.2	-16	-0.2	-6	-3	3.4	26	6.1	/	10
COC(C[C@H]1O[C@@H]1[C@@H](O)[C@H](C)OCc1ccccc1)OC	0.3	-13	/	-51	1	0.8	7	/	6	0
Cc1c(C(=O)OCC(=O)NC2CC2)oc2ccc(Br)cc12	-1.6	-3	/	-6	0	3.3	/	/	-3	-5
CCC(c1nnnn1Cc1ccc(OC)cc1)N1CCN(C(=O)c2ccco2)CC1 (stereo unspecified)	-2.2	1	-0.8	0	-2	0.9	3	3.6	-2	-11
COc1ccc2c(c1)C(=O)N(c1ccc(C)cc1C)C(=O)C2	-2.0	-7	-2.4	-5	-4	2.6	-7	2.8	-4	/
O=C(O)c1ccc(-c2nnn(Cc3ccccc3F)n2)cc1	0.8	-5	-1.0	3	-1	0.3	-4	2.3	-4	-7
CCOC(=O)c1c(C)nc2sc(C(N)=O)c(N)c2c1-c1ccc(OC)cc1	-0.1	3	0.0	-4	3	1.4	-11	0.2	/	-11
CCC(NS(=O)(=O)c1ccc(C)cc1)C(=O)N1CCN(c2ccccn2)CC1 (stereo unspecified)	-0.7	-3	-2.8	8	2	-0.8	-24	4.0	-2	-12
CCOc1ccc(-c2ccc(/C=C3/C(=N)N4C=CSC4=NC3=O)o2)c([N+](=O)[O-])c1	-0.7	1	-0.5	-9	3	4.3	-3	5.3	0	-4
CN(C)S(=O)(=O)c1cccc2nsnc12	-3.3	-8	1.1	-16	3	0.9	-3	1.9	/	-13
O=C1Nc2ccc(F)cc2C12Nc1ccccc1-c1nnc(SCc3ccccc3F)nc1O2 (stereo unspecified)	-3.2	-4	-0.4	-2	16	2.3	-12	0.6	6	-4
Cc1ccc(S(=O)(=O)Cn2nnnc2C(c2ccccc2)N2CCN(c3ncccn3)CC2)cc1 (stereo unspecified)	0.9	3	1.0	-2	-22	1.4	-7	2.4	-1	-2
CN(C)c1ccc(C(=O)Nc2nnc(-c3ccc(Cl)cc3)o2)cc1	0.0	-9	-7.9	-3	6	-3.1	-67	3.2	-5	-9
Nc1c(S(=O)(=O)c2cccs2)c2nc3ccccc3nc2n1Cc1ccccc1	-1.2	1	0.4	-5	-5	-2.4	/	0.6	/	9
O=C(Nc1cccc(C(=O)O)c1)/C(=C\c1ccc(F)cc1)NC(=O)c1ccco1	-2.6	-6	-0.6	8	1	0.2	15	2.3	-1	3
CN(CCc1cn[nH]c1)Cc1nc(Cc2ccccc2F)no1	-0.4	-10	0.6	5	-2	2.1	13	1.3	-6	2
CC1CCN(c2ccc3nnc(CCC(=O)NCC(C)c4ccccc4)n3n2)CC1 (stereo unspecified)	-2.3	-15	-2.5	17	-1	2.2	2	-1.4	-1	3
CCN(CC)C(=O)Cn1cc(C(=O)C(=O)NCc2ccccn2)c2ccccc21	-2.0	-4	1.9	-2	0	0.6	1	3.5	2	3
Cc1nc(N)c(C#N)c(-c2cccnc2)c1-c1ccccc1	-0.7	-9	-1.6	-5	-1	1.4	-20	-0.5	-9	7
O=C(Nc1ccc2c(c1)oc1ccccc12)c1ccncc1	0.2	10	2.7	-27	-2	2.3	-28	0.7	?	3
Cc1ccccc1NS(=O)(=O)c1ccc(C(=O)N2CC(C)OC(C)C2)cc1 (stereo unspecified)	-1.4	6	1.6	-2	-1	2.2	20	2.3	1	37
COc1ccc(OC)c(CCNC(=O)C2CCN(c3nnc(-n4cccc4)s3)CC2)c1	-1.2	-1	-1.8	1	3	0.5	3	-0.4	-2	-7
O=S(=O)(NCCc1cn2ccccc2n1)c1ccc2c(c1)CCCC2	0.0	7	0.2	-3	-1	2.4	-6	2.2	8	4
Cc1ccc(C(=O)OCC(=O)c2c[nH]c3ccccc23)cc1S(=O)(=O)N1CCCCC1	-0.6	-3	1.9	5	-2	-0.4	/	7.5	1	-3

Wnt act: what is marked active above
canonical_smiles	CAL PDZ inh	PvdQ acylase	Tat transport	DAGLB inh	phage Ecoli inh	AddAB inh	Wnt act	Rtt109 HAT inh
O=C(Nc1ccon1)c1ccc(OC2CCCC2)cc1	0.2	4	-3	-2	4.0	0.1	46*	1
